# Screens as filed in PubChem.
# TRPC4 agonist: TRPC4 (mouse) channel activation; HEK293 TRPC4beta/mu-opioid, Fluo4 calcium fluorescence; hits give high values; AID 2237; Q9QUQ5; 310,000 tested, 0.49% active; B-score at 10 µM;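 active = B-score above 5 SD of library B-scores, and initial fluorescence ratio not above library mean plus 5 SD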;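 also: positive B-score marks a calcium rise read as TRPC4 activation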
#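 Assay system: HEK293 stable line with TRPC4beta plus mu-opioid receptor; schedule: 45 min room-temperature Fluo4 loading, 110 s read; technique: kinetic Fluo4 calcium fluorescence; evaluation: integrated baseline-normalised fluorescence ratio, converted to per-well B score; controls: buffer (low) and maximal DAMGO (high)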
# TRPC6 inh: inhibitors of mouse TRPC6 channel | Q61143 | HEK293-TRPC6, membrane potential dye, ACh-evoked depolarization; hits give low values | B-score at 10 µM | 310,000 tested, 1.1% active | AID 2553;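 active = B-score under library mean minus 3 SD, initial fluorescence not abnormally high, positive integrated signal ratio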;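 also: B-score derived from integrated fluorescence ratio over the kinetic read; more negative B-score means stronger inhibition of depolarization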
# MrgX1 allo act: allosterically activates human MrgX1 receptor signaling. MrgX1-HEK293, Fluo-4 calcium flux, FDSS; hits give high values. B-score at 10 µM. 310,000 tested, 0.63% active. AID 588675;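 active = plate-corrected calcium response at least 3 library SD above typical, normal starting fluorescence, not activating the receptor alone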;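 also: compound read alongside a low EC10 to EC30 dose of BAM8-22 agonist; peak minus trough fluorescence over baseline measured at the second addition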
# MrgX1 ag: human MrgX1 receptor agonism, primary screen. MrgX1-HEK293 cells, Fluo-4 calcium fluorescence, agonist mode; hits give high values. B-score at 10 µM. 310,000 tested, 0.44% active. Q96LB2;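 active = calcium response B-score plate-corrected fluorescence ratio at least 3 library SD, with starting fluorescence B-score inside 5 SD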
#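 Material: MrgX1-expressing HEK293 cells / Dosing: compound as first of three additions / Incubation: overnight seeding, then 1 h dark dye loading / Signal: Fluo-4 NW calcium fluorescence / Evaluation: B-scored fluorescence response ratio / Benchmarks: positive and negative control wells on each plate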
# ANO1 activ: activates or potentiates the mouse TMEM16A chloride channel; Q8BHY3; HEK293 TMEM16A/YFP-H148Q/I152L, iodide quench fluorescence; hits give low values; B-score at 10 µM; 340,000 tested, 0.3% active;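 active = fluorescence-ratio B-score plate-corrected deviation score at least 3 library SD below zero, with starting fluorescence score within 5 deviations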;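 also: channel opened by trigger with iodide after compound preincubation; score built on the fluorescence ratio of max minus min over baseline; more negative score means more quench and so TMEM16A activation or potentiation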
# Target sequence (Q8BHY3 whole entry, looked up): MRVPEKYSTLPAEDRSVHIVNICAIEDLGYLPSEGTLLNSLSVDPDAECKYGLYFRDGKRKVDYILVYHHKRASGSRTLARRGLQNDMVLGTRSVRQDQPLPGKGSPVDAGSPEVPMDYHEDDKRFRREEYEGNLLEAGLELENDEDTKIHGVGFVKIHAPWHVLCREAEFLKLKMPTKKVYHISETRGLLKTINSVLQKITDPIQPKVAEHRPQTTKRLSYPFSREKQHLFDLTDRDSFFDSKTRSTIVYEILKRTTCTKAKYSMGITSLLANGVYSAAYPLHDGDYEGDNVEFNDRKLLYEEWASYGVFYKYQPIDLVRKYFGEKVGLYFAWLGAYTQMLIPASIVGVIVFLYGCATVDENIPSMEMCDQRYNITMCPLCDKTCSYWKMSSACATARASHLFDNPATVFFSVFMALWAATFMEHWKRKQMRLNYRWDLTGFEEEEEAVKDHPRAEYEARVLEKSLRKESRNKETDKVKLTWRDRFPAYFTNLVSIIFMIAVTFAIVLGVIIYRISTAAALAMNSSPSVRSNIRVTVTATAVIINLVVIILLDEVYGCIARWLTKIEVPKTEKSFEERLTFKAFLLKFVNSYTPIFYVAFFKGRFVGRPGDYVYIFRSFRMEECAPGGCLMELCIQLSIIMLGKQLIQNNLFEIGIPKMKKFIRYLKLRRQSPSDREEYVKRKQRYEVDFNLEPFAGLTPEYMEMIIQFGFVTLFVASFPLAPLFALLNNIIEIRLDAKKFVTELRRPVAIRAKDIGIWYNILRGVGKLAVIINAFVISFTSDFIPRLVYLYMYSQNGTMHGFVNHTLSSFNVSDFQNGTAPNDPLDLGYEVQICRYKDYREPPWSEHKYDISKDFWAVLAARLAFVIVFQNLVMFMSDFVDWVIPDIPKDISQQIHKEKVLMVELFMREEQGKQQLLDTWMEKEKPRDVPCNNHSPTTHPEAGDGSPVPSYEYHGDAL
# TRPC6 activator: mouse TRPC6 channel activation; AID 2550; 310,000 tested, 0.13% active; Q61143; B-score at 10 µM; HEK293-TRPC6 membrane potential dye fluorescence; hits give high values;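 active = B-score of the integrated fluorescence ratio above library mean plus 3 SD, and starting fluorescence ratio within library mean plus 5 SD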;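 also: higher score means more depolarization so channel activation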
# RGS4 inh: inhibitors of human RGS4; HEK293 M3R/RGS4 inducible, Fluo-4 calcium flux; hits give high values; triggered by carbachol at its EC20; B-score at 10 µM; 310,000 tested, 0.45% active; AID 463165;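 active = B-score, a plate-corrected calcium signal, over three deviations above library mean, with baseline fluorescence within five deviations of library mean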;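 also: RGS4 expression induced by doxycycline in cells with stable M3 receptor; B-score is computed from the integrated fluorescence ratio over baseline after carbachol; higher B-score means a larger calcium signal and so more RGS4 inhibition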
# MrgX1 antag: blocks BAM8-22 activation of human MrgX1 receptor. MRGX1-HEK293 calcium flux, Fluo-4, BAM8-22 antagonism; hits give low values. B-score at 10 µM. 310,000 tested, 1.3% active. AID 588676;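 active = calcium-response B-score plate-corrected more than 3 library SD below zero, starting fluorescence within 5 deviations, no agonist response on first addition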;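 also: peak minus trough fluorescence over baseline after final BAM8-22 challenge near maximal dose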
# TRPC4 potent: allosteric potentiators of mouse TRPC4 channel. Q9QUQ5. HEK293 TRPC4beta/mu-opioid, DAMGO EC20, Fluo-4 Ca2+ flux; hits give high values. B-score at 10 µM. 310,000 tested, 0.42% active. AID 2227;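 active = B-score of calcium response area above 5 SD of library B-scores, with initial fluorescence ratio within 5 SD of library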;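 also: B-score of integrated fluorescence ratio over time as area under calcium response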
# TMEM16A inh: inhibitors of mouse TMEM16A calcium-activated chloride channel | Q8BHY3 | HEK293 TMEM16A/YFP iodide influx fluorescence, ionomycin | normalized B-score (activity score, 25-100; higher = stronger inhibition) at 10 µM | 310,000 tested, 1.2% active | AID 588511;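 active = ratio plate-corrected score three or more library SD toward inhibition, starting fluorescence score within five deviations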;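 also: score derived from kinetic fluorescence span divided by baseline fluorescence per well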
# TRPC4 inh: TRPC4 (mouse) channel inhibition; Q9QUQ5; HEK293 TRPC4beta/mu-opioid, DAMGO-evoked Fluo4 calcium flux; hits give low values; B-score at 10 µM; 300,000 tested, 0.39% active; AID 2247;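 active = B-score over 3 SD under the library average, no early fluorescence shift, positive overall ratio signal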
#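 Assay system: Stable TRPC4beta/mu-opioid receptor HEK293 cells | Reagent: DAMGO in two steps, submaximal then maximal | Compound dosing: Single concentration per test compound | Signal: Fluo4 Ca2+ flux fluorescence | Evaluation: Per-well B score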
# The depositor's hits bear a star; i = inactive; . = no result given.
compound	TRPC4 agonist	TRPC6 inh	MrgX1 allo act	MrgX1 ag	ANO1 activ	TRPC6 activator	RGS4 inh	MrgX1 antag	TRPC4 potent	TMEM16A inh	TRPC4 inh
O=C(NCCCN1CCOCC1)c1ccccc1NS(=O)(=O)c1ccc(Br)cc1	i	i	i	i	i	i	i	i	i	i	i
COc1ccc(N2CC(NS(=O)(=O)c3ccc(F)cc3)CC2=O)cc1 (stereo not given)	i	i	i	i	i	i	i	i	i	i	i
C=CCSc1nc2ccccc2c(=O)n1Cc1ccccc1	i	i	i	i	i	i	i	i	i	i	i
COc1cc2c(cc1OC)C(c1cccs1)N(C(=O)c1cccc(S(=O)(=O)N(C)C)c1)CC2 (stereo not given)	i	i	i	i	i	i	i	i	i	i	i
CC12CCCc3c(O)cc(=O)n(c31)-c1ccccc12 (stereo not given)	i	i	i	i	i	i	i	i	i	i	i
CC(C(=O)N1c2ccc(F)cc2CCC1C)N1C(=O)c2ccccc2C1=O (stereo not given)	i	i	i	i	i	i	i	i	i	i	i
Cc1cccc(CN2C(=O)/C(=C\c3ccc(C(=O)NCCN4CCOCC4)cc3)Sc3ccccc32)c1	i	i	i	i	i	i	i	i	i	i	i
Cc1ccc(NC(=O)CSCC(=O)NCCc2ccccc2)cc1	i	i	i	i	i	i	i	i	i	i	i
COc1ccc(OC)c2c(N3CC(C)OC(C)C3)cc(C(F)(F)F)nc12 (stereo not given)	i	i	i	i	i	i	i	i	i	i	i
S=c1[nH]nc(-c2ccc3ccccc3n2)n1-c1ccc2c(c1)OCCO2	i	i	i	i	i	i	i	i	i	i	i
CS(=O)(=O)N1CCC(C(=O)N2CCN(Cc3ccccc3)CC2)CC1	i	i	i	i	i	i	i	i	i	i	i
C=CCn1c(O)c(N=Nc2ccccc2C)c2ccccc21	i	i	i	i	.	i	i	i	i	i	i
CCOC(=O)c1ccc(NC(=O)C2CCCN(S(=O)(=O)c3cnc[nH]3)C2)cc1 (stereo not given)	i	i	i	i	i	i	i	i	i	i	i
O=[N+]([O-])c1ccc2nonc2c1Nc1ccccc1	i	i	i	i	i	i	i	i	i	i	i
O=C(CN1C(=O)c2ccccc2C1=O)Nc1ccccc1N1CCOCC1	i	i	i	i	i	i	i	i	i	i	i
O=C1NC2(CCCCCC2)C(=O)N1Cc1ccccc1	i	i	i	i	i	i	i	i	i	i	i
Cc1ccsc1C1C=C(c2cccc(Br)c2)Nc2ncnn21 (stereo not given)	i	i	i	i	i	i	i	i	i	i	i
O=C1c2ccccc2C(=O)N1CCC1=CCCCC1	i	i	i	i	i	i	i	i	i	i	i
CCCc1cc(=O)[nH]c(SCC(N)=O)n1	.	.	i	i	i	.	.	i	.	i	.
O=[N+]([O-])c1cccc2nc(-c3ccccc3)c(-c3ccccc3)nc12	i	i	i	i	i	i	i	i	i	i	i
O=[N+]([O-])c1ccccc1/C=C/C=N/n1c(-c2ccccc2F)n[nH]c1=S	i	i	i	i	i	i	i	i	i	i	i
O=C(Nc1ccc2c(c1)OCO2)N1CCOCC1	i	i	i	i	i	i	i	i	i	i	i
O=C(C1CC1)N(Cc1ccco1)c1nc(-c2ccccc2)cs1	i	i	i	i	i	i	i	i	i	i	i
NC(=O)C1(c2ccccc2)CCOCC1	i	i	i	i	i	i	i	i	i	i	i
Cc1ccc(C(=O)c2cnc3cc4c(cc3c2S(=O)(=O)c2ccccc2)OCCO4)cc1	i	i	i	i	i	i	i	i	i	i	i
O=C(CN1CCN(Cc2ccccc2F)C1=O)NCC1CCCO1 (stereo not given)	i	i	i	i	i	i	i	i	i	i	i
Cc1ccsc1/C=N/Nc1ncc(Cl)cc1Cl	i	i	i	i	i	i	i	i	10*	100*	i
C(=N\NCc1ccccc1)/c1ccc2ncccc2c1	i	i	i	i	i	i	i	i	i	i	i
CSCCC(NC(=O)c1ccco1)C(=O)Nc1ccc(C)cn1 (stereo not given)	i	i	i	i	i	i	i	i	i	i	i
CCCCOc1ccc(Br)cc1CSC(=N)N	i	-6.9*	.	.	i	i	i	.	i	.	i
CN1CCC(OC(=O)c2cc3cc(Cl)cc(Cl)c3oc2=O)CC1	i	i	i	i	i	i	i	i	i	i	i
CS(=O)(=O)N1CCN(c2ccccc2NC(=O)c2cc3ccccc3o2)CC1	i	i	i	i	i	i	i	i	i	i	i
O=C(c1cc2ncc(CCCl)cn2n1)N1CCCCCC1	i	i	i	i	i	i	i	i	i	i	i
Fc1ccc(/C=N/NC(=S)NCCc2ccccc2)cc1F	i	i	i	i	i	i	i	i	i	i	i
COc1cccc(CNC(=O)C2Cc3cc(S(=O)(=O)N4CCCC4)ccc3N2C(C)=O)c1OC (stereo not given)	i	i	i	i	i	i	i	i	i	i	i
c1ccc2[nH]c(SCC3CCCCO3)nc2c1 (stereo not given)	i	i	i	i	i	i	i	i	i	i	i
Cc1ccc(S(=O)(=O)NC(=O)NC(C)Cc2ccccc2)cc1 (stereo not given)	i	i	i	i	i	i	i	i	i	i	i
O=C(Cn1cc([N+](=O)[O-])cn1)NCc1ccccc1Cl	i	i	i	i	i	i	i	i	i	i	i
CC1(C)CC(=O)C/C(=N\NC(=O)C2CC2c2ccccc2)C1 (stereo not given)	i	i	i	i	i	i	i	i	i	i	i
O=C(NC(=O)c1ccccc1N1CCCCC1)Nc1ccc(Br)cc1	i	i	i	i	i	i	i	i	i	i	i
CCCC(=O)C1=C(O)C(C(=O)OC)C(C)(C)CC1=N (stereo not given)	i	i	i	i	i	i	i	i	i	i	i
COc1ccc(OC)c(Cc2nnc(CCC(=O)N3CCN(C4CCCC4)CC3)o2)c1	i	i	i	i	i	i	i	i	i	i	i
Oc1c(C=Nc2cccc3cccnc23)sc2ccccc12	i	i	i	i	.	i	i	i	i	i	i
COc1cccc(Nc2nc(-c3sc(NC(=O)CC(C)C)nc3C)cs2)c1	i	i	i	i	i	i	i	i	i	i	i
COc1cccc(C(=O)NNC(=S)NC2CCCCC2)c1	i	i	i	i	i	i	i	i	i	i	i
COc1cc([N+](=O)[O-])ccc1NC(=O)NCC1CCN(Cc2ccc(Cl)cc2)CC1	i	i	i	i	i	i	i	i	i	i	i
CCc1nnc(NC(=O)c2ccc(F)c(S(=O)(=O)N3CCCCC3)c2)s1	i	i	.	.	i	i	i	.	i	.	i
CCN(CC)CCCN1C(=O)C(O)=C(C(C)=O)C1c1cccc(OC)c1 (stereo not given)	i	i	.	.	.	i	i	.	i	.	i
COc1ccc(-c2ccc(NC(=O)c3ccco3)cc2)nn1	i	i	i	i	i	i	i	i	i	i	i
COc1cc(-c2nnc3sc(Cc4ccccc4)nn23)cc(OC)c1OC	i	i	i	i	i	i	i	i	i	i	i
Cc1ccc2nc(SC(C)C(=O)N3CCOCC3)[nH]c2c1 (stereo not given)	i	i	7.3*	i	i	i	i	i	i	i	i
O=C(NCCCN1CCOCC1)c1ccc2c(c1)N(Cc1ccccc1)CCS2	i	i	i	i	i	i	i	i	i	i	i
O=C1N=C(N2CCc3ccccc3C2)S/C1=C\c1ccc(O)cc1	i	i	i	i	i	i	i	i	i	i	i
CCCCc1nnc(NC(=O)C2=COCCO2)s1	i	i	i	i	i	i	i	i	i	i	i
O=C(NCc1ccccc1Cl)c1cnn2cccnc12	i	i	i	i	i	i	i	i	i	i	i
COc1cc(CN(C)c2ncnc3sccc23)ccc1OC(F)F	i	i	i	i	i	i	i	i	i	i	i
COc1ccccc1N1CCN(CC(=O)c2c[nH]c3ccccc23)CC1	i	i	i	i	i	i	i	i	i	i	i
CN(C(=O)Cn1cnc([N+](=O)[O-])n1)C1CCCCC1	i	i	i	i	i	i	i	i	i	i	i
O=C(Nc1ccccc1C(=O)OCn1nnc2ccccc2c1=O)c1ccco1	i	i	i	i	i	i	i	i	i	i	i
CCn1c(COc2ccc(OC)cc2)nc2ccccc21	i	i	i	i	i	i	i	i	i	i	i
Cn1c(C(=O)N2CCCC(C(=O)NCc3ccccc3)C2)cc2sccc21 (stereo not given)	i	i	i	i	i	i	i	i	i	i	i
